HepG2 viability = HepG2 cytotoxicity, counter-screen for TGF-b inhibitors | HepG2 CAGA-GFP viability, ATP luminescence, 18 h | Potency, µM (series often up to 46.1 µM), without a hit: at the highest dose activity change, negative = cytotoxicity, usual class: cytotoxic | 410,000 compounds, 0.76% hits | AID 588856; also: some results filed as inactive show a strong effect at the top dose
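HepG2 CAGA-GFP cells (1000/well, DMEM with 1% FBS) received compound, then TGF-beta at 500 pg/mL final, and were incubated 18 hours at 37 degrees C. Viability was read by CellTiter-Glo luminescence. Media-only wells were set as complete cell-killing and DMSO as no toxicity.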
A549 viability = A549 cytotoxicity, counter-screen for Nrf2 inhibitors; Potency, µM (highest dose often 46 µM), inactives show top-dose activity change, negative = cytotoxicity, actives largely listed as inhibitors; A549 ARE-Fluc cells, CellTiter-Fluor viability, 18-24 h; 390,000 compounds, 0.16% hits; AID 504648; also: % is scaled to controls: 0 for no effect and ±100 for the full control effect
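A549 ARE_Fluc cells in 5% FBS OPTI-MEM were exposed to compounds in concentration-response for 18-24 h at 37 deg C. Viability was read by CellTiter-Fluor fluorescence (Ex 405/Em 525) after 30 min, before the luciferase read.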
TGFb inhibitor = TGF-b pathway inhibition | HepG2 CAGA-GFP TGF-b/SMAD3 reporter, GFP fluorescence, 18 h; TGF-beta stimulated, 500 pg/mL final | Potency, µM (doses to about 46.1 µM), inactives show at the top dose activity, negative = inhibition, usual class: inhibitors | 410,000 compounds, 1.2% hits; also: % is scaled to controls: 0 for no effect and ±100 for the full control effect; nearly all actives have a fitted effect of over 65% in size
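HEPG2 CAGA-GFP reporter cells (1000/well, DMEM with 1% FBS) received compounds, then recombinant TGF-beta at 500 pg/mL final for 18 hours at 37 degrees C. Per-cell GFP summed per well was normalised to unstimulated and stimulated DMSO controls before curve fitting.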
MCF10A rerep = DNA re-replication induction in MCF 10a cells; Potency, µM (series often up to 46.1 µM), inactives show at the top dose activity, positive = re-replication, most hits filed as activators; AID 624296; MCF 10A DNA re-replication, Hoechst nuclear intensity, 48 h; 350,000 compounds, 2.9% hits; also: % of control where 0% means no effect; nearly all actives have a fitted effect of over 50% in size
EPAC2 antag = EPAC2 (human) antagonism | EPAC2 GEF exchange of Rap1B-BODIPY-GDP, fluorescence | 360,000 compounds, 0.18% hits | Potency, µM (highest dose often 114 µM), for the others: at the top dose activity, negative = inhibition, actives largely listed as inhibitors; also: % is scaled to controls: 0 for no effect and ±100 for the full control effect; nearly all actives have a fitted effect of over 45% in size; many of its hits are not listed in these tables
Target sequence (Q8WZA2 whole entry, looked up): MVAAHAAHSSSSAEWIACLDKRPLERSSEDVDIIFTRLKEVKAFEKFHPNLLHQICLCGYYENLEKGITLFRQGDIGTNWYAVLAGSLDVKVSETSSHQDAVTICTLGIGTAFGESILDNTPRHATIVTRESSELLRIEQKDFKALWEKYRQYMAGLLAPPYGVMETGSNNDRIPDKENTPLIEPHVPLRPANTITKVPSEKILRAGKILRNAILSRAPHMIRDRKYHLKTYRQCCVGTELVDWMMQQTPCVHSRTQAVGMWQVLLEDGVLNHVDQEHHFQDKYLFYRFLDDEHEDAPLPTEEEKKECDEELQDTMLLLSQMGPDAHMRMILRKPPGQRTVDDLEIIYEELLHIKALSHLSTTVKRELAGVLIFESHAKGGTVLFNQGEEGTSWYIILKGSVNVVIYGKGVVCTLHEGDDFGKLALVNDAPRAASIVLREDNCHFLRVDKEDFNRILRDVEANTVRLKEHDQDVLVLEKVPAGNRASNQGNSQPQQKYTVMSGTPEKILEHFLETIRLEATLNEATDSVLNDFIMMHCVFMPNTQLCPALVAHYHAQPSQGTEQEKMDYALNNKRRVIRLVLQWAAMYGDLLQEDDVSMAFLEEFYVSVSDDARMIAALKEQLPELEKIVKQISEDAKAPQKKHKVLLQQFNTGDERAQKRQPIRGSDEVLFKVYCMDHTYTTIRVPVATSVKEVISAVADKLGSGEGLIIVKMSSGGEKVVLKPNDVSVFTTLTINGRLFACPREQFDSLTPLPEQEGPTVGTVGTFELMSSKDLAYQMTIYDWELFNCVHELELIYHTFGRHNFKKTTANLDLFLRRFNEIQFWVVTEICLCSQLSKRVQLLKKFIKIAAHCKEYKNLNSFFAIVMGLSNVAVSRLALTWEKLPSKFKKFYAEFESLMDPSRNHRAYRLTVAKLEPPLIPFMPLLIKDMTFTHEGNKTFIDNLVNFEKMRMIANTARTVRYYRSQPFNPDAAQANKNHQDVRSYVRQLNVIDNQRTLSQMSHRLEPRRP
Nrf2 inh = Nrf2 pathway inhibition; A549 ARE-Fluc reporter, luciferase luminescence, 18-24 h; Potency, µM (series often up to 46 µM), inactives show top-dose activity change, negative = inhibition, most hits filed as inhibitors; 360,000 compounds, 2.1% hits; AID 504444; also: % is scaled to controls: 0 for no effect and ±100 for the full control effect; nearly all actives have a fitted effect of over 60% in size
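Quantitative HTS in A549 cells stably bearing an antioxidant response element-firefly luciferase construct. Inhibition of Nrf2-driven transcription was scored by luminescence after 18-24 h of compound exposure at 37 °C.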
Nrf2 activator = Nrf2 pathway activation; AID 624171; AREc32 ARE-luciferase reporter (MCF7-derived line), luminescence, 24 h; 410,000 compounds, 0.31% hits; Potency, µM (titrated, usually from 46.1 µM), for the others: top-dose activation, most hits filed as activators; also: % of control where 0% means no effect; nearly all actives have a fitted effect of over 65% in size
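Nrf2 activation is followed as ARE-luciferase induction in the AREc32 line after one day of compound treatment; luminescence is read with Steady-Glo.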
ATXN2 expr inh = reduces ATXN2 reporter expression in HEK-293 cells; Potency, µM (series often up to 57 µM), for the others: top-dose activity change, negative = inhibition, hits mostly inhibitors; 360,000 compounds, 0.72% hits; HEK-293 ATXN2-luciferase reporter, luminescence, 24 h; also: % is scaled to controls: 0 for no effect and ±100 for the full control effect; nearly all actives have a fitted effect of over 55% in size
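ATXN2-luciferase reporter cells (luciferase flanked by upstream and downstream ATXN2 gene portions) were treated 24 h at 37 °C with compounds at up to 57 uM. SteadyGlo luminescence gave expression; GF-AFC fluorescence gave viability.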
S2 tox = viability counter-screen for ATXN expression inhibitors; S2 cells (HEK-293 line with an ATXN2-luciferase reporter) viability, CellTiter-Fluor protease fluorescence, 24 h; Potency, µM (highest dose often 56.7 µM), most hits filed as cytotoxic; 400,000 compounds, 0.49% hits; also: nearly all actives have a fitted effect of over 40% in size
The depositor's hits bear a star; [ ] = dose if it differs, or a comment. Calls follow the shape of the dose curve; as a rule, active = well fitted curve in the direction sought with a large enough effect; inconclusive = small, poorly fitted or top-dose-only effect, or another doubt; inactive = no such curve, though single readings can be large; an effect the other way counts as inactive or inconclusive. Potency is read from the fitted curve at half-maximal effect.

Results for Cc1ccc2nc3n(c(=O)c2c1)-c1ncccc1C(=O)NC3Cc1ccccc1 (configuration not stated) ?
HepG2 viability: -53%; TGFb inhibitor: -6%; EPAC2 antag: 31%[activator]; Nrf2 activator: 3.3%; ATXN2 expr inh: -5%; S2 tox: inactive

Results for CCOc1ccc(OCCC(=O)OCC(=O)Nc2cc(S(=O)(=O)N3CCOCC3)ccc2OC)cc1 ?
HepG2 viability: 12%; A549 viability: 4%; TGFb inhibitor: 28%; MCF10A rerep: -5%; EPAC2 antag: -14%; Nrf2 inh: 4%; Nrf2 activator: 0.3%; ATXN2 expr inh: 1%; S2 tox: inactive

What do the screens show for `COCCN1C(=O)c2ccccc2C1c1nnnn1Cc1ccccc1` (configuration not stated)?
EPAC2 antag: 1%; Nrf2 activator: -0.6%; ATXN2 expr inh: 7%; S2 tox: inactive

Results for CC(C)CC(=O)Nc1nnc(SCC(=O)NCc2ccco2)s1 ?
HepG2 viability: 5%; A549 viability: -2%; TGFb inhibitor: 4%; MCF10A rerep: -15%; EPAC2 antag: -4%; Nrf2 inh: 7%; Nrf2 activator: -0.3%; ATXN2 expr inh: -12%; S2 tox: inactive

Results for O=C(NCC1CCCCC1)C1CCCN(C(=O)NC2CCCCC2)C1 (configuration not stated) ?
HepG2 viability: -15%; A549 viability: -3%; TGFb inhibitor: -9%; MCF10A rerep: 7%; EPAC2 antag: -5%[57.1 µM]; Nrf2 inh: -28%; Nrf2 activator: 2.5%; ATXN2 expr inh: -7%; S2 tox: inactive

What do the screens show for `O=C(COc1ccc([N+](=O)[O-])cc1)NNC(=O)c1cccnc1`?
HepG2 viability: -34%; A549 viability: -1%; TGFb inhibitor: 2%; MCF10A rerep: -3%; EPAC2 antag: 1%; Nrf2 inh: -5%; Nrf2 activator: -0.2%; ATXN2 expr inh: 8%; S2 tox: inactive

Results for O=C1CCCN1c1ccc(C(=O)N(Cc2nnc(-c3ccc(Cl)cc3)o2)C2CC2)cc1 ?
HepG2 viability: 6%; A549 viability: 1%; TGFb inhibitor: -18%; MCF10A rerep: 0%; EPAC2 antag: -7%; Nrf2 inh: 4%; Nrf2 activator: 0.2%; ATXN2 expr inh: 1%; S2 tox: inactive

What do the screens show for `CN(C)c1ccc(CNCC2CCCO2)cc1` (configuration not stated)?
HepG2 viability: 2%; A549 viability: 3%; TGFb inhibitor: 22%; MCF10A rerep: 3%; EPAC2 antag: 16%; Nrf2 inh: 1%; Nrf2 activator: -0.6%; ATXN2 expr inh: 7%; S2 tox: inactive

How did CCC(C)COC(c1ccccc1)(c1ccccc1)C(Oc1nc(C)cc(C)n1)C(=O)O (configuration not stated) do in these assays?
HepG2 viability: -20%; A549 viability: -17%; TGFb inhibitor: -19%; MCF10A rerep: 19%; EPAC2 antag: -5%; Nrf2 inh: inconclusive; Nrf2 activator: -1.2%; ATXN2 expr inh: -13%; S2 tox: inactive

Results for Cc1nn(C(=O)COc2ccccc2Br)c(C)c1Sc1ccccc1 ?
HepG2 viability: 0%; A549 viability: 1%; TGFb inhibitor: -14%; Nrf2 inh: 7%; Nrf2 activator: 0.2%; ATXN2 expr inh: 16%; S2 tox: inactive

How did Cc1ccc(Sc2ccc(CN3CCCCC3)cc2[N+](=O)[O-])cc1 do in these assays?
HepG2 viability: -29%; A549 viability: 17%; TGFb inhibitor: -21%; MCF10A rerep: 29%; EPAC2 antag: 4%; Nrf2 inh: -19%; Nrf2 activator: -0.5%; S2 tox: inactive

How did COc1cc(-c2nc(Cc3c(F)cccc3Cl)no2)cc(OC)c1OC do in these assays?
HepG2 viability: 5%; A549 viability: 12%; TGFb inhibitor: 8%; MCF10A rerep: -3%; EPAC2 antag: 10%; Nrf2 activator: -0.2%; ATXN2 expr inh: 6%; S2 tox: inactive

How did CCOC(=O)c1nn(-c2ccc(Cl)cc2)c2nc(Nc3ccccc3)cc(=O)n12 do in these assays?
HepG2 viability: -8%; A549 viability: -1%; TGFb inhibitor: 2%; MCF10A rerep: 18%; EPAC2 antag: -2%; Nrf2 inh: -22%; Nrf2 activator: 0.2%; ATXN2 expr inh: -3%; S2 tox: inactive

What do the screens show for `NC(=O)Cn1c(-c2nonc2N)nc2ccccc21`?
HepG2 viability: -5%; A549 viability: 7%; TGFb inhibitor: 17%; MCF10A rerep: -8%; EPAC2 antag: -8%; Nrf2 inh: 2%; Nrf2 activator: -0.4%; S2 tox: inactive

What do the screens show for `O=C(c1cc2ccccc2[nH]1)N1O[C@@H]2C=C[C@H]1C2`?
HepG2 viability: -2%; A549 viability: -1%; TGFb inhibitor: -8%; MCF10A rerep: inconclusive; EPAC2 antag: -4%; Nrf2 inh: inconclusive; Nrf2 activator: 12%; ATXN2 expr inh: 38%[activator]; S2 tox: inactive

Continued, starting with the last 3 of the part before.
How did CCOC(=O)c1nn(-c2ccc(Cl)cc2)c2nc(Nc3ccccc3)cc(=O)n12 do in these assays?
HepG2 viability: -8%; A549 viability: -1%; TGFb inhibitor: 2%; MCF10A rerep: 18%; EPAC2 antag: -2%; Nrf2 inh: -22%; Nrf2 activator: 0.2%; ATXN2 expr inh: -3%; S2 tox: inactive

What do the screens show for `NC(=O)Cn1c(-c2nonc2N)nc2ccccc21`?
HepG2 viability: -5%; A549 viability: 7%; TGFb inhibitor: 17%; MCF10A rerep: -8%; EPAC2 antag: -8%; Nrf2 inh: 2%; Nrf2 activator: -0.4%; S2 tox: inactive

What do the screens show for `O=C(c1cc2ccccc2[nH]1)N1O[C@@H]2C=C[C@H]1C2`?
HepG2 viability: -2%; A549 viability: -1%; TGFb inhibitor: -8%; MCF10A rerep: inconclusive; EPAC2 antag: -4%; Nrf2 inh: inconclusive; Nrf2 activator: 12%; ATXN2 expr inh: 38%[activator]; S2 tox: inactive

How did Cc1ccc(NC(=O)CCC(=O)c2cccs2)cc1 do in these assays?
HepG2 viability: -13%; A549 viability: 0%; TGFb inhibitor: 12%; MCF10A rerep: -162%[0.0737 µM]; EPAC2 antag: -1%; Nrf2 inh: -2%; Nrf2 activator: -0.2%; ATXN2 expr inh: 0%; S2 tox: inactive

How did CN(C)C1=NC[C@H](Cc2ccccc2)N1CCCC1CCCC1 do in these assays?
HepG2 viability: -33%; A549 viability: -12%; TGFb inhibitor: -16%; MCF10A rerep: 1%; EPAC2 antag: 1%; Nrf2 inh: 0%; Nrf2 activator: -3.1%; ATXN2 expr inh: -23%; S2 tox: inactive

How did CNC(=O)N(O)C1N(C)C(=O)N(CC(=O)OC)C1(C)C (configuration not stated) do in these assays?
HepG2 viability: 0%; A549 viability: 15%; TGFb inhibitor: 15%; MCF10A rerep: 16%; EPAC2 antag: -2%; Nrf2 inh: 10%; Nrf2 activator: -0.1%; ATXN2 expr inh: 0%; S2 tox: inactive

How did CCOC(=O)C1CCCN(Cc2nc3ccc([N+](=O)[O-])cc3c(=O)n2-c2ccc(OC)cc2OC)C1 (configuration not stated) do in these assays?
HepG2 viability: -11%; A549 viability: -1%; TGFb inhibitor: -26%; MCF10A rerep: 4%; EPAC2 antag: -18%; Nrf2 inh: -26%; Nrf2 activator: 0.3%; S2 tox: inactive

What do the screens show for `CSCCC(NC(=O)c1cccc(S(=O)(=O)N2CCOCC2)c1)C(=O)Nc1ccc(F)cc1` (configuration not stated)?
HepG2 viability: 15%; A549 viability: 2%; TGFb inhibitor: 18%; MCF10A rerep: -6%; EPAC2 antag: 12%; Nrf2 inh: 9%; Nrf2 activator: 2.8%; ATXN2 expr inh: 8%; S2 tox: inactive

How did CCC(=O)Nc1ccc(NC(=O)c2cccc(OC)c2)nc1 do in these assays?
HepG2 viability: -19%; A549 viability: -9%; TGFb inhibitor: 19%; MCF10A rerep: 12%; EPAC2 antag: -1%; Nrf2 inh: 10%; Nrf2 activator: -0.6%; ATXN2 expr inh: 9%; S2 tox: inactive

Results for CC(C)CC(=O)Nc1nnc(SCC(=O)NCc2ccc3c(c2)OCO3)s1 ?
HepG2 viability: -30%; A549 viability: 2%; TGFb inhibitor: 10%; MCF10A rerep: 0%; EPAC2 antag: -2%; Nrf2 inh: 2%; Nrf2 activator: -0.3%; ATXN2 expr inh: 1%; S2 tox: inactive

What do the screens show for `O=C(COC(=O)c1cc([N+](=O)[O-])ccc1N1CCOCC1)Nc1c(Cl)cccc1Cl`?
HepG2 viability: -21%; A549 viability: -16%; TGFb inhibitor: -32%; MCF10A rerep: 0%; EPAC2 antag: -2%; Nrf2 inh: 7%; Nrf2 activator: 0.3%; ATXN2 expr inh: 2%; S2 tox: inconclusive

Results for CC(C)(C)CC(C)(C)NC(=O)Nc1cccc([N+](=O)[O-])c1 ?
HepG2 viability: -48%; A549 viability: 0%; TGFb inhibitor: inconclusive; MCF10A rerep: inconclusive; EPAC2 antag: -20%; Nrf2 inh: inconclusive; Nrf2 activator: 6.4%; S2 tox: inconclusive

Results for O=C(COC(=O)CSc1ccc2ccccc2c1)Nc1ccccc1OC(F)F ?
HepG2 viability: -3%; A549 viability: 1%; TGFb inhibitor: 18%; MCF10A rerep: -6%; EPAC2 antag: -22%; Nrf2 inh: inconclusive; Nrf2 activator: 0.2%; ATXN2 expr inh: -6%; S2 tox: inactive

Results for COc1ccc(C(=O)NCCNC(C)=O)cc1S(=O)(=O)NCc1ccc(Cl)cc1 ?
HepG2 viability: -7%; A549 viability: 0%; TGFb inhibitor: -7%; MCF10A rerep: -2%; EPAC2 antag: 5%; Nrf2 inh: 2%; Nrf2 activator: 0.2%

Results for COc1ccccc1CNC(=O)CSc1ccsc1[N+](=O)[O-] ?
HepG2 viability: -18%; A549 viability: 0%; TGFb inhibitor: -10%; MCF10A rerep: -12%; EPAC2 antag: 4%; Nrf2 inh: inconclusive; Nrf2 activator: 10%; ATXN2 expr inh: 65%[activator]; S2 tox: inactive

How did Cc1cccc(NC(=O)c2cc(=O)c3ccccc3o2)c1 do in these assays?
HepG2 viability: -44%; A549 viability: 1%; TGFb inhibitor: -3%; MCF10A rerep: 11%; EPAC2 antag: 2%; Nrf2 inh: -3%; Nrf2 activator: 9.9%; ATXN2 expr inh: 26%; S2 tox: inactive

This is a subset. The share of hits here may be higher or lower than overall.
